ALOX15B inhib = inhibitors of human 15-lipoxygenase 2 (ALOX15B) | O15296 | purified 15hLO-2, xylenol orange hydroperoxide absorbance | Potency, µM (top dose mostly 57.1 µM), for inactives: at the top dose activity change, negative = inhibition, actives largely listed as inhibitors | 110,000 tested, 0.56% active; further: potency means the concentration at half of the fitted maximal effect; nearly all actives have a fitted effect of over 60% in size; many of its hits are not listed in these tables
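Purified human 15hLO-2 (50 nM final) preincubated with compounds 15 min at room temperature in 25 mM Hepes pH 7.5, 0.01% Triton X-100, then 45 uM arachidonic acid added for 90 min; hydroperoxide detected via ferrous/xylenol orange, 573/405 nm absorbance ratio.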
PNC inhibitor = inhibitors of perinucleolar compartment assembly | PC3M PTB-GFP, PNC prevalence imaging, 16 h; stronger effect = lower value | activity change (PNC), negative = inhibition, % at 10 µM | 140,000 tested, 3.1% active | AID 2417;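 active means readout at or below -70, meaning at least 70% loss of cells showing the perinucleolar compartment, a nuclear body marking cancer cells; inconclusive means readout between -30 and a set limit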;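 further: plate controls were DMSO wells for no effect and camptothecin positive control wells for full effect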
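Read-out is percentage of cells bearing a perinucleolar compartment, from automated 20x imaging of fixed, Hoechst-stained PC3M PTB-GFP cells. Cells were seeded 4 h, then exposed 16 h to compound (23 nl of library stock) in duplicate plates.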
IMPase cell inh = IMPase inhibition in cells | inhibition (IP1 accumulation), % at 46.1 µM | 120,000 tested, under 10 active | AID 901 | P97697 | CHO-M1 cells, IP1 accumulation, HTRF TR-FRET ratio; active means well fitted curve in the direction sought with a large enough effect in the signal ratio, not every such curve was filed as active; inconclusive means small, poorly fitted or top-dose-only effect, or a change in a side signal; inactive means no such curve, though single readings can be large or run the other way; the % refers to the signal ratio;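 further: cells stimulated with carbachol in lithium chloride buffer; plate controls were DMSO basal wells for no effect and reference inhibitor wells for full effect; higher means more IMPase inhibition seen as more IP1 and lower FRET ratio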
Target sequence (P97697 whole entry, looked up): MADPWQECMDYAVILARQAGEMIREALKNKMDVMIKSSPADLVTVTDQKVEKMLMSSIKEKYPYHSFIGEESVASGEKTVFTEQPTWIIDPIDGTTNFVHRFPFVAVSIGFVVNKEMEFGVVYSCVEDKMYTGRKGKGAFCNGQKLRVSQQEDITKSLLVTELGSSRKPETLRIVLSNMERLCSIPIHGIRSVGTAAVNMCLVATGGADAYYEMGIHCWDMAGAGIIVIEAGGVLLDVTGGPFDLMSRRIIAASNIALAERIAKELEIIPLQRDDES
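In this qHTS, compounds (final up to 46 uM) act on CHO-M1 cells that are then activated through the M1 receptor with carbachol, in pH 7.4 buffer containing 50 mM LiCl, for 30 min. IP1 accumulation is quantified by the IP-One immunoassay.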
ALOX12 inhib = blocks human 12-lipoxygenase activity; P18054; purified 12-hLO, xylenol orange hydroperoxide absorbance; Potency, µM (titrated, usually from 57.1 µM), for inactives: at the highest dose activity change, negative = inhibition, hits mostly inhibitors; 150,000 tested, 0.12% active; AID 1452; further: potency means the concentration at half of the fitted maximal effect; nearly all actives have a fitted effect of over 55% in size; many of its hits are not listed in these tables
Target sequence (P18054 whole entry, looked up): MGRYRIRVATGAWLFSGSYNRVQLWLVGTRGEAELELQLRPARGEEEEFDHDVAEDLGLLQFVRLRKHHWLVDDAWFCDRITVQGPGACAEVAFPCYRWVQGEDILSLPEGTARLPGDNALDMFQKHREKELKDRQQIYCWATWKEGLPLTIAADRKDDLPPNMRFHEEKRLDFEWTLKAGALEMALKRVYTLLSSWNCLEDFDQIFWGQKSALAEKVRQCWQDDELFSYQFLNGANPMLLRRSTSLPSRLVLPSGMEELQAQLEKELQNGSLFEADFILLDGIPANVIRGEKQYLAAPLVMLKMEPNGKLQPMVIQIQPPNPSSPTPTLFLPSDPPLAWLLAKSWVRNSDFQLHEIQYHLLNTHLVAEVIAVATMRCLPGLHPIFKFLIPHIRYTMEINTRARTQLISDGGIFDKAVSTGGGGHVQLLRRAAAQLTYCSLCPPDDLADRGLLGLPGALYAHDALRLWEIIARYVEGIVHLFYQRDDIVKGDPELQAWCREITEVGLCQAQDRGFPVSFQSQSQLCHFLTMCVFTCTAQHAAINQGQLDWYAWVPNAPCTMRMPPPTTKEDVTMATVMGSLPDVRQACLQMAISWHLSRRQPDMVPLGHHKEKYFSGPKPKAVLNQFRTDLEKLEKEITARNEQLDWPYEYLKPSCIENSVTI
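150 nM 12hLO, 25 mM Hepes pH 7.0 + 0.01% Triton X-100; cpd preinc 15 min RT; 40 uM arachidonic acid, 30 min RT; Fe-XO 30 min; A573/A405 ratio as read-out.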
Starred values were filed as active, the others as inactive; ? = inconclusive; · = not tested or not shown; [ ] = remark or other dose. Unless noted, the call rests on the fitted dose curve; in most records, active means well fitted curve in the direction sought with a large enough effect; inconclusive means small, poorly fitted or top-dose-only effect, or another doubt; inactive means no such curve, though single readings can be large; an effect the other way counts as inactive or inconclusive. Unless noted, on the % scale 0 is the no-effect control and ±100 the full control effect.

Values run as follows: ALOX12 inhib	IMPase cell inh	PNC inhibitor	ALOX15B inhib
(1) O=C(c1ccc2ccccc2n1)N1CCN(c2ccccc2O)CC1
  -7.2%	-3.0	-95.7*	-10.4%
(2) O=C(c1ccco1)N1CCN(c2c(-c3ccccc3)c3cc(Cl)ccc3[nH]c2=O)CC1
  -16.6%	8.7	-4.3	?
(3) CSc1cccc(NC(=O)Cn2cccc2)c1
  -0.7%	-7.8	-8.1	?
(4) COCCOC(=O)C1=C(C)OC(N)=C(C#N)C1c1ccco1 (centres undefined)
  15.0%	-3.1	-100.0*	·
(5) COc1ccc(NC(C)=O)cc1CNC(=O)COc1c(C)c(C)cc(C)c1C
  -1.6%	·	?	·
(6) Fc1ccc(Oc2cc(N3CCOCC3)nc(-c3ccccc3)n2)c(F)c1
  -0.3%	-7.5[1.84 µM]	?	8.9%[11.4 µM]
(7) CCNC(=S)N(Cc1ccc(OC)cc1)C1CC(=O)N(c2ccc(OCC)cc2)C1=O (centres undefined)
  -1.6%	7.8	?	-5.5%
(8) CCCCOC(=O)Nc1ccc(C(C)C)cc1
  -1.0%	6.4[0.0738 µM]	0.4	·
(9) CCOC(=O)c1cnc2c(N=Nc3ccccc3)c(N)nn2c1N
  13.5%	3.3	47.0	-14.0%
(10) O=C1NC(c2ccccc2)=C(c2ccc3ccccc3n2)C(c2ccccc2)N1 (centres undefined)
  -2.0%	·	19.4	·
(11) Cc1noc(C)c1CSc1nc2ccccc2n1C
  -0.2%	-0.6	-22.2	0.1%
(12) O=C(Oc1nsnc1N1CCCCC1)N1CCOCC1
  -1.6%	-1.0	21.3	·
(13) Cc1ccc(CNC(=O)C2CCC(=O)N2CCc2ccccc2)cc1 (centres undefined)
  -0.7%	3.3	?	-0.6%
(14) Cc1cccc(Nc2nc(N)nc(CN3CCN(Cc4ccc5c(c4)OCO5)CC3)n2)c1
  -16.5%	7.1	36.1	37.2%[activator]
(15) COc1cc(/C=C/C(=O)Nc2ccncc2)cc(OC)c1OC
  -0.6%	·	-18.6	·
(16) Cc1cc(C)n(C(=O)CSc2ccc(Cl)cc2)n1
  4.6%	-2.7	32.7	-9.1%
(17) COc1ccc(/C(O)=C2/C(=O)C(=O)N(CCCC(=O)O)C2c2ccc(OC)c(OC)c2)cc1 (centres undefined)
  2.7%	1.2	72.1	10.3%
(18) CCCc1[nH]nc2c1C(CCc1ccccc1)C(C#N)=C(N)O2 (centres undefined)
  -7.3%	-0.6	9.8	5.3%
(19) O=c1cc(-c2ccc(O)c(O)c2)oc2c(C3O[C@H](CO)[C@@H](O)[C@H](O)[C@H]3O)c(O)cc(O)c12 (some centres undefined)
  -12.0%	·	5.0	·
(20) O=C(NCCc1cn2ccsc2n1)C1CCCCC1
  3.1%	1.9	12.8	0.0%
(21) Cc1ccc(/C=N\NC(=O)Cn2c(C)nc3ccccc32)o1
  -4.1%	-0.5	47.8	-12.3%
(22) Cc1cccc(C)c1NC(=O)C(NC=O)c1ccc(N(C)C)cc1 (centres undefined)
  -2.1%	5.8	9.0	-6.1%
(23) CC(=O)c1c(N2CCC(C(N)=O)CC2)nc(=S)n(-c2ccccc2)c1C
  ?	1.2	74.0	-2.1%
(24) CCOC(=O)NC(Nc1nc2ccccc2s1)(C(=O)OCC)C(F)(F)F (centres undefined)
  -5.0%	5.6	3.4	1.2%
(25) CN1C(=O)/C(=C/c2ccc3c(c2)OCO3)N=C1c1ccccc1
  0.1%	·	0.5	·
(26) C=CCNC(=S)NNC(=O)c1ccc(Br)cc1
  -2.0%	4.8	-29.3	·
(27) Cc1ccc(-c2nnc(SCC(=O)CC(=O)Nc3ccccc3)n2C)cc1
  -1.3%	-7.9[0.369 µM]	0.3	·
(28) Cc1cc(C(F)F)n2nc(C(=O)Nc3ccc(S(=O)(=O)N4CCCC4)cc3)nc2n1
  -2.5%	2.6	2.5	-4.4%
(29) CCOC(=O)c1nn(-c2ccccc2)c(=O)c2c(N)scc12
  ?	8.4	8.9	-12.0%
(30) COc1ccc(C2C(C(=O)Nc3cccnc3)=C(C)Nc3nc(-c4cccs4)nn32)cc1OC (centres undefined)
  -4.8%	-4.6	-108.4*	2.0%
(31) O=C1[C@@H]2Cc3ccccc3CN2C(=O)N1c1cccc(F)c1
  5.8%	-8.0	-22.4	-2.1%
(32) C/C(=N\NS(C)(=O)=O)c1ccccc1
  -0.8%	-4.4	7.0	-4.0%
(33) COC(=O)c1ccc(C)c(NC(=O)c2c(-c3ccccc3)noc2C)c1
  -5.3%	-8.3	15.9	0.2%
(34) C/C(C=O)=C/c1ccccc1
  1.3%	·	·	-0.9%
(35) COc1ccc(NC(=O)c2cc(C3CC3)on2)c(OC)c1
  -1.9%	6.7	-3.3	-0.7%
(36) c1coc(CNc2nc3sc4c(c3c3ncnn23)CCCC4)c1
  -6.4%	4.1	5.9	6.4%
(37) COc1cc2c(cc1NC(=O)COc1ccc3ccccc3c1)oc1ccccc12
  -4.1%	-5.9	-24.3	-0.9%
(38) O=C(/C=C/c1ccc(F)cc1)NCCC1=CCCCC1
  -0.1%	1.4	106.1	-5.2%
(39) S=C(Nc1ccccc1)N1CCCCCC1
  4.7%	7.0	67.6	-11.9%
(40) CCCc1cc2c(cc1NC(=O)c1ccc(Br)cc1)OCO2
  3.8%	5.1	50.5	-0.7%
(41) Cc1nonc1OC(C)CNc1ccc([N+](=O)[O-])cc1 (centres undefined)
  -23.1%	1.3	?	?
(42) COc1ccc(Cl)cc1Nc1nc(-c2sc(NC(=O)CC(C)C)nc2C)cs1
  -13.1%	4.5	?	-9.6%
(43) O=C(O)CCS(=O)(=O)c1ccc(-c2ccccc2)cc1
  0.4%	-5.9	-2.6	·
(44) O=C(CSc1ncccn1)Nc1ccccc1
  3.6%	2.5	-11.7	-3.7%
(45) CCS(=O)(=O)NCc1csc(-c2ccccc2)n1
  -1.0%	2.8	?	2.6%

Arranged by the number under IMPase cell inh (ascending): six of the compounds above.
item | SMILES | ALOX12 inhib | IMPase cell inh | ALOX15B inhib
33 | COC(=O)c1ccc(C)c(NC(=O)c2c(-c3ccccc3)noc2C)c1 | -5.3% | -8.3 | 0.2%
37 | COc1cc2c(cc1NC(=O)COc1ccc3ccccc3c1)oc1ccccc12 | -4.1% | -5.9 | -0.9%
32 | C/C(=N\NS(C)(=O)=O)c1ccccc1 | -0.8% | -4.4 | -4.0%
41 | Cc1nonc1OC(C)CNc1ccc([N+](=O)[O-])cc1 (centres undefined) | -23.1% | 1.3 | ?
44 | O=C(CSc1ncccn1)Nc1ccccc1 | 3.6% | 2.5 | -3.7%
40 | CCCc1cc2c(cc1NC(=O)c1ccc(Br)cc1)OCO2 | 3.8% | 5.1 | -0.7%

New compounds follow.
Values run as follows: ALOX12 inhib	IMPase cell inh	PNC inhibitor	ALOX15B inhib
(46) COc1cccc(Cn2nnc(C(=O)NCc3ccccc3Cl)c2N)c1
  -5.7%	0.7	13.1	17.5%
(47) OC(COCC1CC=CCC1)Cn1cnc2ccccc21 (centres undefined)
  3.9%	-2.4	-22.0	35.3%[activator]
(48) Cc1ccc(-n2nc3c(Cl)nnc(C)c3c2C)cc1
  -0.4%	·	?	·
(49) O=C(CCSc1ccccc1)Nc1ccc(OCc2ccccc2)cc1
  -7.3%	3.5	44.1	0.1%
(50) O=c1cc(CSc2nc(NCc3ccccc3)c3ccccc3n2)nc2ccc(Cl)cn12
  0.3%	·	6.9	·
(51) CC(=O)N1CSCC1C(=O)O (centres undefined)
  -0.3%	-3.5	7.0	55.7%[activator]
(52) Cc1ccc2c(c1)NCC(C(=O)NC1CCCCC1)O2 (centres undefined)
  -5.5%	2.1	?	-15.7%
(53) CCCCCCCN=CC1=C(O)CC(c2ccccc2)CC1=O (centres undefined)
  -4.3%	·	20.4	·
(54) CC(=O)c1c(Nc2ccccc2)sc(C(=O)c2ccccc2)c1C
  -3.1%	·	73.7	·
(55) O=C(Cc1cccs1)N1CCN(C(=O)C2CCCO2)CC1 (centres undefined)
  -4.5%	7.5	-119.7*	8.7%[2.29 µM]
(56) CC1(C)CC(=O)C2=C(C1)Nc1ccccc1NC2c1cccnc1 (centres undefined)
  1.7%	5.4	?	-2.0%
(57) CCCNC(=O)c1ccc(C2SCC(=O)N2CCc2ccccc2)cc1 (centres undefined)
  -1.8%	·	30.6	·
(58) CCCCNc1ccc2nsnc2c1[N+](=O)[O-]
  -15.7%	-3.7	?	·
(59) Cc1c(NC(=O)c2cnn3c2NC(c2ccco2)CC3C(F)(F)F)c(=O)n(-c2ccccc2)n1C (centres undefined)
  -2.6%	8.5	-2.2	-3.0%
(60) CCCn1c(NCc2cccc(OC)c2O)nc2ccccc21
  -11.6%	?	?	·

Three compounds out of the list, arranged by molar mass, rising.
Values run as follows: ALOX12 inhib	IMPase cell inh	PNC inhibitor	ALOX15B inhib
(1) O=C(c1ccc2ccccc2n1)N1CCN(c2ccccc2O)CC1
  -7.2%	-3.0	-95.7*	-10.4%
(40) CCCc1cc2c(cc1NC(=O)c1ccc(Br)cc1)OCO2
  3.8%	5.1	50.5	-0.7%
(50) O=c1cc(CSc2nc(NCc3ccccc3)c3ccccc3n2)nc2ccc(Cl)cn12
  0.3%	·	6.9	·

Returning to the listing with the 3 entries that preceded the break.
Values run as follows: ALOX12 inhib	IMPase cell inh	PNC inhibitor	ALOX15B inhib
(58) CCCCNc1ccc2nsnc2c1[N+](=O)[O-]
  -15.7%	-3.7	?	·
(59) Cc1c(NC(=O)c2cnn3c2NC(c2ccco2)CC3C(F)(F)F)c(=O)n(-c2ccccc2)n1C (centres undefined)
  -2.6%	8.5	-2.2	-3.0%
(60) CCCn1c(NCc2cccc(OC)c2O)nc2ccccc21
  -11.6%	?	?	·
(61) Cc1cc(F)c(Nc2ncnc3cc(OCc4ccccc4)ccc23)cc1O
  -2.5%[0.00818 µM]	·	·	8.2%[0.0915 µM]
(62) Cc1cc(C)c2c(c1)-c1c(ssc1=S)C(C)(C)N2C(=O)CN1C(=O)c2ccccc2C1=O
  -5.4%	·	25.8	·
(63) CCC1(CC)NC(=O)N(CC(=O)OCC(=O)Nc2cc(C)ccc2C)C1=O
  2.0%	6.4	-18.7	-6.5%
(64) C=CCn1c(=NC(=O)CN2C(=O)CCC2=O)sc2cccc(OC)c21
  -0.7%	-5.3	-18.6	-1.5%
(65) Cc1ccccc1/[N+]([O-])=C/c1ccncc1
  1.6%	4.3	15.1	?
(66) CCC1CCc2c(c3ccccc3[nH]c2=O)O1 (centres undefined)
  3.0%	3.2	76.0	-4.5%
(67) CCOC(=O)N1CCN(C(=O)c2oc3ccc(S(=O)(=O)N4CCCCC4)cc3c2C)CC1
  -1.2%	-0.3	43.6	-0.2%
(68) Cc1ccc(S(=O)(=O)N(C)CC(=O)O/N=C(\N)c2cccc([N+](=O)[O-])c2)cc1
  -8.0%	4.1	55.8	-7.1%
(69) O=C(O)c1cccc(NC(=O)c2ccc(S(=O)(=O)c3ccccc3)cc2)c1
  -1.0%	·	34.6	·
(70) CC(C)C1N(c2ccccc2)C(N)=C(C#N)C1(C#N)C#N (centres undefined)
  3.1%	-1.7	?	-3.8%
(71) COc1ccc(C2CC(c3cc(Br)ccc3F)n3nnnc3N2)cc1 (centres undefined)
  -10.2%	6.0	-4.4	-5.6%
(72) CCNC(=O)CSc1nnc(-c2cccc(S(=O)(=O)N(CC)CC)c2)n1CCc1ccccc1
  -3.1%	?	?	0.0%
(73) Cc1ccccc1N(CC(=O)Nc1ccccc1C(=O)NCc1ccco1)S(=O)(=O)c1ccccc1
  -4.6%	1.3	68.2	·
(74) COc1ccc(-c2csc(NC(=O)c3ccc(S(=O)(=O)N4CCc5ccccc5C4)cc3)n2)c(OC)c1
  -0.2%	·	57.6	·
(75) CN(C)c1ccc2nc3c(C(=O)O)cc(=O)c(O)c-3oc2c1
  -21.3%[11.4 µM]	·	·	20.1%[11.4 µM]
(76) O=C(CN1CCN(c2ccccc2)CC1)c1ccc2cc[nH]c2c1
  2.0%	4.7	?	-7.1%

Assay outcomes as filed in PubChem.

Not all compounds are listed; the hit share may differ from the screen's.
